High-throughput results deposited in PubChem BioAssay by several laboratories.
Cl transport mod = KCC2 cotransporter modulators, thallium flux, primary screen, cell-based, HEK293 KCC2, FluoZin-2 fluorescence, MLSMR; KCC2 cells, thallium flux FluoZin-2 fluorescence; 190,000 tested, 2.2% active; Solute carrier family 12 member 5 (Homo sapiens), Q9H2X9; B-score of Tl+ flux slope (higher = more flux/activation; lower = inhibition) at 10 µM;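 active means thallium flux slope and its plate-corrected score both differing from the plate sample mean at a set confidence after two filtering rounds, in either direction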;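 further: slope of fluorescence scaled to starting intensity during 10 to 20 s after thallium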
TbHK1 inh = Trypanosoma brucei hexokinase 1 inhibitors, primary screen, biochemical, G6PDH-coupled NADH absorbance, MLSCN library; inhibition, % at 10 µM; 220,000 tested, 0.11% active; recombinant TbHK1, G6PDH-coupled NADH A340; AID 1430, 2008; hexokinase 1 [Trypanosoma brucei];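 active means inhibition of 50% or more in the single-dose primary screen; inactive means inhibition below 50%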
EBV gp42 block = Epstein-Barr virus gp42 inhibitors, primary screen, biochemical, uHTS, fluorescence polarization | inhibition, % (tested at 21.74 µM) | 220,000 tested, 0.42% active | AID 1085, 2008 | Fluorescence polarization binding assay, mP read-out; in the data active means inhibition above about 50%
Target sequence (Q1HVG2 whole entry, looked up): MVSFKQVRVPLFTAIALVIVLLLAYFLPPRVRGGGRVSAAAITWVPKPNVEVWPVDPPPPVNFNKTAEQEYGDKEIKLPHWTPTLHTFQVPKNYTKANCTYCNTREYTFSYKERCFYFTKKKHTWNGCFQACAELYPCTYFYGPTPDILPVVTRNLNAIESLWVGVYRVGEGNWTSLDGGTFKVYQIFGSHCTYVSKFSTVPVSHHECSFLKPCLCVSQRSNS
zfTRPN1 agonist = zebrafish TRPN1 channel agonists, primary screen, cell-based, HEK293, calcium fluorescence | transient receptor potential cation channel N1 (TRPN1/NompC), Danio rerio | HEK293 zebrafish TRPN1-YFP, Fluo-8 calcium fluorescence; 100% = response to 87 µM carbachol | activation, % at 3 µM | 220,000 tested, 0.18% active;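 active means activation above its plate's cutoff, the mean activation of test wells on that plate plus 3 SD, cut at about 19% in these data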;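 further: 0% = DMSO alone and 100% = 87 µM carbachol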
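System: zebrafish TRPN1-YFP in HEK293 cells / Dosing: 3 µM single point / Timing: dye loading 1 h at 37 °C, then 30 min room temperature / Signal: Fluo-8 calcium fluorescence, excitation 470-495 nm, emission 515-575 nm / Read-out basis: percent activation from peak over basal fluorescence ratio, control-normalized / Control set: high carbachol 87 µM, low DMSO alone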
thrombin 1536 = human alpha-thrombin inhibitors, primary screen, counter-screen for coagulation protease inhibitor project, biochemical, 1536-well, fluorogenic AMC substrate; 220,000 tested, 0.26% active; Prothrombin (Homo sapiens), P00734; Boc-VPR-AMC fluorogenic substrate cleavage; inhibition, % at 5 µM;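 active means inhibition at or above 40%; inactive means inhibition below 40%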;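 further: 0% = enzyme with no compound and 100% = wells without enzyme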
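Material: human alpha-thrombin enzyme / Medium: pH 7.5 Tris (50 mM) with NaCl 150 mM, Tween 20 0.05% / Compound: single-point dosing at 5 µM, 0.2% DMSO / Incubation: enzyme reaction carried out at room temperature / Detection: AMC fluorescence, 355/460 nm / Read-out basis: percent inhibition scaled between no-compound controls and no-enzyme blanks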
Furin inhibitor = human furin inhibitors, primary screen, biochemical, fluorescence intensity | P09958 | purified furin, fluorogenic substrate cleavage | inhibition, % at 30 µM | 220,000 tested, 0.061% active | AID 463115, 2010; in the data active means inhibition above about 25%; further: inactives centre near -15
Target sequence (P09958 108-714 limits assumed): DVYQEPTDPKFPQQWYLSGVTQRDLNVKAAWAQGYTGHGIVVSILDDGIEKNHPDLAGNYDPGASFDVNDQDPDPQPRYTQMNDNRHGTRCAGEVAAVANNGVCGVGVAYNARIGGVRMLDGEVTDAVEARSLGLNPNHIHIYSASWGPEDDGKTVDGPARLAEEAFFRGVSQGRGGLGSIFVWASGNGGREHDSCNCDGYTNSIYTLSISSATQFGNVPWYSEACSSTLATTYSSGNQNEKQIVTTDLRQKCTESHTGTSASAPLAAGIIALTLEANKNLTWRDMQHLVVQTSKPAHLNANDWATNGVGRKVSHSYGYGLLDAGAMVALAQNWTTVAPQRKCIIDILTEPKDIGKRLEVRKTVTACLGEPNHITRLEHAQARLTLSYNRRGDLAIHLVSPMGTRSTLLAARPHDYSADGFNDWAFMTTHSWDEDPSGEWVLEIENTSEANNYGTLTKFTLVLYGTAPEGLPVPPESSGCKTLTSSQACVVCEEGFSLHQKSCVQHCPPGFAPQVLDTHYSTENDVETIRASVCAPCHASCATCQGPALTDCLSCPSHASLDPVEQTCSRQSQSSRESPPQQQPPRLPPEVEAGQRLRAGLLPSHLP
m-calpain inh = inhibitors of pig calpain II, primary screen, biochemical, fluorogenic peptide substrate, 1536-well; purified calpain II, 30 min; inhibition, % at 16 µM; 220,000 tested, 0.37% active;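 active means inhibition above about 50%, limit read from the data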
TRPML3 agonist = human TRPML3 channel agonists, primary screen, cell-based, HEK293 TRPML3-YFP, Fluo-8 calcium fluorescence, 3 µM | Mucolipin-3 (Homo sapiens), Q8TDD5 | 100% = the carbachol control signal | activation, % at 3 µM | 220,000 tested, 0.29% active | AID 1448, 2008;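 active means activation above its plate's cutoff, the mean activation of the plate's test wells plus 3 SD, cut at about 12% in these data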;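 further: 0% = DMSO only wells and 100% = carbachol wells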
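system = HEK293 cells stably carrying human TRPML3-YFP | doses = one concentration, 3 µM nominal, 0.3% DMSO | timing = dye loading 1 h 37 °C then 30 min ambient, 125 s read | detection = Fluo-8 calcium dye fluorescence, ex 470-495, em 515-575 nm | benchmarks = high control carbachol 87 µM, low control DMSO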
PPC-1+TRAIL kill = compounds killing PPC-1 cancer cells with TRAIL present, primary screen, TRAIL potentiator project, ATPLite luminescence, uHTS | PPC-1 cells + TRAIL, ATPLite viability luminescence | cell killing (% activity), % at 4 µM | 220,000 tested, 0.41% active | AID 1443, 2008;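 active means cell killing above 50% in the first pass at 4 µM, then a duplicate retest at 5 µM averaging 50% or more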;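 further: plate controls were cells with TRAIL plus DMSO for no effect and medium-only wells lacking cells for full effect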
* marks the source's active call; other numbers are inactive results; . = no result given; [ ] = another dose, or the depositor's remark.

SMILES | Cl transport mod | TbHK1 inh | EBV gp42 block | zfTRPN1 agonist | thrombin 1536 | Furin inhibitor | m-calpain inh | TRPML3 agonist | PPC-1+TRAIL kill
COc1cc(CC(=O)NNC(=O)c2cc(C)oc2C)cc(OC)c1OC | 0.0024 | 2 | -29 | 0.6 | -5 | -14 | -14 | 0.1 | -6
Cc1ccccc1C(=O)NNC(=O)c1ccoc1C | 0.013 | 4 | -5 | -0.1 | 16 | -22[20 µM] | 12 | -0.4 | 23
Fc1ccc(-c2nc(-c3cccs3)no2)cc1 | 1.5 | -2 | -13 | -1.2 | 3 | -14 | 8 | 0.6 | -3
CCCCCCCCCC(=O)N/N=C/c1ccc(C)s1 | 0.37 | 13 | 5 | -1.0 | -7 | 0[20 µM] | 22 | 0.0 | 27
N#C/C(=C(/O)c1ccc([N+](=O)[O-])cc1)c1nc2ccccc2[nH]1 | 0.5 | -17 | -4 | 2.1 | -7 | -18 | -22 | 1.8 | -1
O=C(O)/C=C/c1ccc(S(=O)(=O)NCc2ccco2)cc1 | 0.79 | 2 | -9 | 1.0 | -5 | -8 | 16 | 0.2 | 18
Cc1cc(C)cc(NC(=O)CSc2nnc(-c3ccc(S(=O)(=O)N4CCCC4)cc3)o2)c1 | 0.86 | -5 | -7 | -0.2 | 0 | -22 | 35 | -0.3 | -4
CCC(=O)Nc1ccc(C(=O)NNC(=O)c2ccc([N+](=O)[O-])cc2)cc1 | 0.56 | -2 | 7 | 0.7 | -2 | -18 | 3 | 0.8 | 12
COc1ccccc1NC1=NC(CO)(CO)CS1 | -0.012 | 4 | -13 | 0.4 | 3 | -26 | -2 | 0.5 | 3
COc1ccc(CCN(C)CCC(=O)Nc2c(C)cc(C)cc2C)cc1OC | -0.032 | 2 | -14 | -0.7 | 0 | -10[20 µM] | 2 | 0.8 | 5
Cc1cc2cc(CNC(=O)c3ccc(S(=O)(=O)N4CCOCC4)cc3)ccc2n1C | 0.3 | -20 | 6 | 2.5 | -11 | -13 | -31 | 1.3 | 4
Cc1cccc(C)c1OCc1nc2ccccc2[nH]1 | -1.7 | 2 | -9 | 0.8 | -1 | -22 | -6 | 0.6 | 20

As a working copy, some entries already given:
SMILES | Cl transport mod | TbHK1 inh | EBV gp42 block | zfTRPN1 agonist | thrombin 1536 | Furin inhibitor | m-calpain inh | TRPML3 agonist | PPC-1+TRAIL kill
Fc1ccc(-c2nc(-c3cccs3)no2)cc1 | 1.5 | -2 | -13 | -1.2 | 3 | -14 | 8 | 0.6 | -3
CCCCCCCCCC(=O)N/N=C/c1ccc(C)s1 | 0.37 | 13 | 5 | -1.0 | -7 | 0[20 µM] | 22 | 0.0 | 27

Continued.
SMILES | Cl transport mod | TbHK1 inh | EBV gp42 block | zfTRPN1 agonist | thrombin 1536 | Furin inhibitor | m-calpain inh | TRPML3 agonist | PPC-1+TRAIL kill
CCn1c2ccccc2c2cc(NC(=O)c3ccccc3[N+](=O)[O-])ccc21 | -0.027 | 0 | 8 | -1.4 | -14 | -14 | -3 | -0.2 | 14
S=C(NCc1ccco1)N1CCN(c2ccccc2Cl)CC1 | -2 | -2 | 6 | -0.6 | -1 | -29 | 14 | -0.4 | 14
CN(C)S(=O)(=O)N1C(=O)c2ccccc2C1=O | 1.2 | -2 | 8 | 0.3 | -4 | -11 | 26 | 0.6 | 13
CCS(=O)(=O)Nc1cccc(C2=NN(S(=O)(=O)c3ccc(F)cc3)C(c3cccs3)C2)c1 (stereo not drawn) | -0.0055 | 4 | -15 | -1.1 | -2 | -18 | -36 | -0.3 | 8
COc1ccc(/C=C(/C#N)C(=O)Nc2ccccc2C)cc1C(=O)O | 2 | -13 | 9 | 0.3 | 0 | 8 | 16 | 1.6 | 16
CSc1cccc(NC(=S)N(CCC(C)C)C2CCN(C(C)C)CC2)c1 | -0.37 | 3 | -14 | 0.9 | -17 | -31 | -1 | 0.7 | 21
CCC(C)/C(C)=N/NC(=O)c1ccc(COc2ccc(Cl)c(C)c2)cc1 (stereo not drawn) | -1.4 | 4 | 3 | -0.4 | -7 | -8 | -9 | -0.1 | 19
Cc1ccc(-n2c(C)cc(/C=N/NC(=O)CN(c3ccc(C)cc3C)S(C)(=O)=O)c2C)cc1 | -1.1 | -19 | 1 | -0.3 | 27 | -11[20 µM] | -232 | -0.4 | -6
O=C(CCC1CCCC1)NCc1cccs1 | 0.59 | 3 | -12 | -1.3 | 2 | -9[20 µM] | 3 | -1.2 | -4
CC(C)CCNC(=O)C1CC(c2ccc(C(F)(F)F)cc2)=NO1 (stereo not drawn) | 0.74 | -8 | 1 | . | -1 | -22 | 14 | . | 8
CCc1ccc(C(=O)CN(C#N)c2nc(C)cc(C)n2)cc1 | -1.8 | 0 | -13 | -0.7 | 0 | -28[20 µM] | -101 | -1.0 | 8
Cc1cc(NC2CCCCC2)nc(NCc2ccccc2)n1 | -0.71 | 3 | -14 | 2.6 | -7 | -15 | 4 | 2.0 | -11
CCC(C)Oc1cccc(C(=O)Nc2ccccc2N2CCOCC2)c1 (stereo not drawn) | 0.034 | 0 | -13 | -2.6 | 3 | -32[20 µM] | 14 | -0.2 | 27
CCc1ccc(NS(=O)(=O)c2cc(OC)ccc2OC)cc1 | . | -2 | -7 | -0.6 | 1 | -5 | -30 | -0.2 | 16
Cc1cc(C)c2c(-n3cccc3)c(C(=O)O)sc2n1 | -2.1 | 0 | -22 | 0.1 | 3 | -21 | 15 | -0.4 | .
CN(CC(=O)NC1CCCCC1)S(=O)(=O)c1cccc2cccnc12 | . | -3 | -1 | -0.3 | -1 | -20 | -9 | 0.2 | 2
O=C(OCCN1C(=O)c2ccccc2C1=O)c1cccc(OC(F)F)c1 | -0.83 | 4 | -3 | -0.4 | -6 | -17 | 12 | -0.5 | 7
CN(C)c1ccc(/C=N/NC(=O)CNC(=O)c2ccc3c(c2)OCCO3)cc1 | 0.021 | -35 | 2 | 0.6 | 5 | -18 | -222 | 0.2 | 7
CCOc1cc(C(=O)NCc2ccc(C)cc2)ccc1OCC(=O)N1CCOCC1 | 0.27 | 1 | -13 | 0.0 | -34 | -26 | -1 | 0.7 | 10
CC1CC(C)(C)NC(=S)N1CCCC(=O)NCCc1ccc(Cl)cc1 (stereo not drawn) | . | -9 | -16 | -0.7 | 0 | -27 | -26 | -0.1 | 0
CC1(C)CC(NC(=O)C(F)(F)F)CC(C)(C)N1OC(=O)c1ccco1 | -0.54 | -1 | -7 | 0.6 | -4 | -14 | -33 | 0.5 | 16
CCOc1ccccc1N1CCN(S(=O)(=O)c2cccs2)CC1 | 0.57 | 2 | -8 | -1.1 | 4 | -12[20 µM] | 14 | 8.4 | 30
OCCC1CN(Cc2nc3ccccc3s2)CCN1C1CCCC1 (stereo not drawn) | -0.093 | 15 | -19 | 0.6 | 1 | -14 | -15 | 0.1 | 16
CC(=O)N1CCC(N(CCN2CCOCC2)C(=S)Nc2cc(C)cc(C)c2)CC1 | 0.49 | -5 | -4 | -0.8 | 0 | -18 | -10 | 1.0 | -7

Some of these compounds in order of the TbHK1 inh value, low to high:
smiles,Cl transport mod,TbHK1 inh,EBV gp42 block,Furin inhibitor,m-calpain inh,TRPML3 agonist
CN(C)c1ccc(/C=N/NC(=O)CNC(=O)c2ccc3c(c2)OCCO3)cc1,0.021,-35,2,-18,-222,0.2
CC1CC(C)(C)NC(=S)N1CCCC(=O)NCCc1ccc(Cl)cc1 (stereo not drawn),.,-9,-16,-27,-26,-0.1
CC(=O)N1CCC(N(CCN2CCOCC2)C(=S)Nc2cc(C)cc(C)c2)CC1,0.49,-5,-4,-18,-10,1.0
CN(CC(=O)NC1CCCCC1)S(=O)(=O)c1cccc2cccnc12,.,-3,-1,-20,-9,0.2

Further results:
SMILES | Cl transport mod | TbHK1 inh | EBV gp42 block | zfTRPN1 agonist | thrombin 1536 | Furin inhibitor | m-calpain inh | TRPML3 agonist | PPC-1+TRAIL kill
CC1CCCC(C)N1C(=O)COC(=O)CCc1nc2ccccc2c(=O)[nH]1 (stereo not drawn) | 0.45 | -14 | 2 | 0.2 | -5 | -19 | -1 | 0.7 | 5
COc1ccc(NC(=S)N(CCO)Cc2ccccc2)cc1 | 0.45 | 3 | 2 | -0.9 | -6 | -24 | -16 | -0.2 | 21
O=C(NC1CCS(=O)(=O)C1)c1sc2ccccc2c1Cl (stereo not drawn) | -1.5 | -3 | -1 | 0.0 | -1 | -12 | -9 | 0.6 | 13
CC1(C)CC(=O)CC(=O)/C1=N\Nc1c(Cl)cc(Cl)cc1Cl | -0.56 | -19 | -2 | -0.9 | -10 | -1 | 11 | 0.1 | 3
O=CN1CCN(C(=O)COc2ccc(Cl)cc2Br)CC1 | 0.94 | -3 | 9 | -0.8 | -3 | -17 | 22 | 0.3 | 8
O=C(Nc1ccc(F)cc1)Nc1csc2ccccc12 | 0.74 | -3 | -8 | 6.5 | -4 | -20 | -8 | 5.2 | -3
Cc1cc(C(=O)OCC(=O)c2cccc([N+](=O)[O-])c2)c2cccc(C)c2n1 | -0.76 | 1 | -4 | -1.9 | 61* | -10[20 µM] | -286 | -0.6 | 5
CCCC12CN3CCN(CC(C3)/C1=N\NC(=O)c1ccccc1Cl)C2 | 1 | -1 | -4 | 2.2 | -1 | -20 | 0 | 1.3 | -6
O=C(Cc1ccccc1)N/N=C/c1ccccc1F | 0.059 | -3 | -19 | -1.2 | -7 | -11 | 0 | 0.2 | 24
O=C(CSc1nnc(-c2ccc3c(c2)OCO3)n1-c1ccccc1)c1ccc(Cl)cc1 | 1.9 | 22 | -6 | -1.4 | -5 | -8 | -12 | 0.6 | 6
CC(C)OC(=O)C(=O)NNc1ccccc1 | 0.08 | 4 | -7 | 0.5 | 6 | -7 | 17 | 0.3 | 16
COCCN(C(=O)CCC(=O)Nc1ccccn1)C(C(=O)NC1CCCC1)c1ccc(OC)cc1 (stereo not drawn) | -0.12 | 0 | -9 | -0.1 | 2 | -12[20 µM] | 10 | -1.0 | -3
Cn1c(=O)c2c(Nc3ccc(F)cc3)cc(=O)n(-c3ccccc3)c2n(C)c1=O | 0.49 | -4 | -9 | 1.3 | -3 | -16 | 0 | 0.8 | -8
CCCn1c(-c2cccs2)nc2c1c(=O)[nH]c(=O)n2Cc1ccccc1 | -0.4 | -1 | 3 | -0.8 | -6 | -20 | -145 | 0.6 | -9
Cc1ccc(SCCC(=O)NC(C)(C)C)cc1 | -0.043 | 21 | -18 | -0.3 | 0 | 0[20 µM] | -9 | -0.8 | 7
O=C(O)CCCCCNCc1c(Cl)cccc1Cl | 0.1 | -6 | -18 | 0.5 | 1 | -9 | 14 | -0.1 | 8
COc1ccccc1OCCNC(=O)C(=O)c1c[nH]c2ccccc12 | -1.6 | -18 | -17 | 0.1 | -1 | 10 | 3 | 0.1 | 6
